Screens from PubChem BioAssay.
EBNA-1 inhibitor: EBNA-1 DNA-binding inhibitors, primary screen, biochemical, fluorescence polarization; inhibition, % at 14.8 µM; 300,000 tested, 0.34% active; AID 1950, 2009; in the data active = inhibition above about 28%
Bcl-xL primary: inhibitors of human Bcl-xL, primary screen, biochemical, fluorescence polarization, HTS | Bcl-2-like protein 1 (Homo sapiens), Q07817 | GST-Bcl-xL / FITC-Bim BH3 peptide fluorescence polarization | inhibition, % at 10.9 µM | 320,000 tested, 0.7% active | AID 2129, 2009;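 active = inhibition above the mean of all tested compounds plus 3 SD, cutoff set per campaign, cut at about 30% in these data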;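 note: 0% = DMSO wells and 100% = unlabeled Bim-BH3 peptide competitor; inhibitors lower millipolarization by displacing the labeled peptide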
Target sequence (Q07817 whole entry, looked up): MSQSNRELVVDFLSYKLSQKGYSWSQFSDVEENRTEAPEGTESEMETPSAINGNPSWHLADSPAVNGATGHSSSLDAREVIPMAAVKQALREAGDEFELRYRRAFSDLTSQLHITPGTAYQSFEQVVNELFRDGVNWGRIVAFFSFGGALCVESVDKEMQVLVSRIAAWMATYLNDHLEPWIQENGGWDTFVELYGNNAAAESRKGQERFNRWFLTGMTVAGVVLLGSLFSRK
MCL1-BIM inh: inhibitors of MCL1 binding to BIM-BH3, primary screen, biochemical, fluorescence polarization; AID 2057, 2009; 320,000 tested, 0.68% active; GST-MCL1 / FITC-Bim-BH3 fluorescence polarization; inhibition, % at 10.9 µM; Induced myeloid leukemia cell differentiation protein Mcl-1 (Homo sapiens), Q07820;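 active = inhibition above the mean inhibition of all tested compounds plus 3 SD, set per campaign, cut at about 40% in these data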;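 note: 0% = DMSO wells and 100% = unlabeled Bim-BH3 peptide control; higher means more loss of mP so more displacement of Bim peptide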
GLD-1 TGE inh: GLD-1/TGE RNA complex disruptors, primary screen, biochemical, fluorescence polarization | Female germline-specific tumor suppressor gld-1 (Caenorhabditis elegans), Q17339 | purified GLD-1 + fluorescein TGE RNA | inhibition, % at 5.96 µM | 320,000 tested, 0.44% active | AID 2280, 2010;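 active = percent inhibition above a per-plate cutoff, the plate mean of test compounds plus 3 SD, cut at about 30% in these data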;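 note: 0% = DMSO wells with GLD-1 and probe and 100% = wells lacking GLD-1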
Target sequence (Q17339 whole entry, looked up): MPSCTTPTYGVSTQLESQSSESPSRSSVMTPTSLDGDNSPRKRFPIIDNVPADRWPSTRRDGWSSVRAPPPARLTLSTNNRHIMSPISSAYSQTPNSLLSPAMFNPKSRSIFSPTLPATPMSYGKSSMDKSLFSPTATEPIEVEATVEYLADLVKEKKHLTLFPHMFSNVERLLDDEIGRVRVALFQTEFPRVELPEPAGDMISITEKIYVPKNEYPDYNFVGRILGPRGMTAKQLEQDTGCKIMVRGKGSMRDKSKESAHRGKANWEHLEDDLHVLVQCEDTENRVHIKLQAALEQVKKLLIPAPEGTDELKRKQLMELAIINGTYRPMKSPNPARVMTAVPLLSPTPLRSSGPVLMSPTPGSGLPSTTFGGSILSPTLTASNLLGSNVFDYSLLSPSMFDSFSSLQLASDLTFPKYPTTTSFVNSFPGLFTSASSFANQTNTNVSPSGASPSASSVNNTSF
CR mimetic SO: reduction of superoxide in aged yeast, primary screen, HTS. S. cerevisiae aged cells, superoxide DHE fluorescence; hits give low values. superoxide response (% of plate mean), % at 10 µM. 330,000 tested, 0.18% active;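 active = superoxide response under a set limit, about three screen SD below normal, cut at about 65% in these data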;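 note: yeast aged for seven days with compound at 30 °C before DHE staining; 100% = average MFI of all compound-treated wells on the plate with controls excluded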
Efflux pump inh: inhibitors of Candida efflux pumps in yeast, primary screen, S. cerevisiae, Nile Red, multiplex. S. cerevisiae Candida pump triplex. inhibition, % at 10 µM. 330,000 tested, 0.44% active. AID 485275, 2010;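 active = plate passing quality check with inhibition over a set limit, or well fluorescence over plate mean plus 4 SD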;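 note: Nile Red retained in pooled yeast measured as flow cytometry median fluorescence; 0% = buffer negative control and 100% = Enniatin B positive control; higher means more Nile Red kept so more efflux inhibition; some compounds called inactive have numbers as strong as hits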
ZTA DNA inh: blocks Epstein-Barr virus ZTA, an EBNA-1 counter-screen. ZTA-DNA binding, fluorescence polarization. 320,000 tested, 0.15% active. inhibition, % at 11 µM. P03206; in the data active = inhibition above about 33%
Target sequence (P03206 whole entry, looked up): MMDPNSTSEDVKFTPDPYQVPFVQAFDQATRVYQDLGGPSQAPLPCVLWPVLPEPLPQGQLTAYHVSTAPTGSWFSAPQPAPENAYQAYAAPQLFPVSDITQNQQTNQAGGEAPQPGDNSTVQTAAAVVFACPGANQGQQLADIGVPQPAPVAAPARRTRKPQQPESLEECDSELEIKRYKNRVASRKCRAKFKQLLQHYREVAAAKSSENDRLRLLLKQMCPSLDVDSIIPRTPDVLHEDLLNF
MEX-5 binding: MEX-5 zinc finger RNA-binding disruptors – biochemical, C. elegans, fluorescence polarization, MLPCN library, primary screen. MEX-5/FITC-TCR2 RNA binding; hits give low values. activity score (negative = inhibition of binding), % at 10 µM. 300,000 tested, 0.38% active. AID 1832, 2009;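 active = inhibition past about -25% in most replicates, and total fluorescence under double the plate's negative control median, limit read from the data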;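 note: 0% = DMSO and -100% = 5 µM competing unlabeled TCR2 RNA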
Fam108B inh: mouse Fam108B serine hydrolase inhibitors, primary screen, counter-screen for RBBP9 inhibitor project, biochemical, fluorescence polarization | recombinant Fam108B, FP-Rh probe fluorescence polarization | inhibition, % at 9.51 µM | 300,000 tested, 0.33% active | AID 1947, 2009;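 active = inhibition above the screen mean inhibition plus 3 SD, computed separately per campaign, cut at about 18% in these data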;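 note: inhibitors lower polarization as less probe binds the enzyme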
Active calls of the source: *; x = no result given.

No.	SMILES	EBNA-1 inhibitor	Bcl-xL primary	MCL1-BIM inh	GLD-1 TGE inh	CR mimetic SO	Efflux pump inh	ZTA DNA inh	MEX-5 binding	Fam108B inh
1	COC(=O)c1cnc(SCc2ccc([N+](=O)[O-])cc2)n1C	-5	-2	5	5	111	0.1	9	0.0	-1
2	Cc1nc(N2C(=O)C(=O)/C(=C(/O)c3ccccc3)C2c2ccco2)sc1C (stereo not drawn)	-9	3	9	6	107	-0.1	9	-1.3	-4
3	CS(=O)(=O)c1ccc(-c2cc(Br)sc2-c2ccc(F)cc2)cc1	-1	-1	-8	6	100	-0.1	5	-0.3	2
4	Cc1cc(C)cc(C(=O)Nc2ccc(N3CCCC3)cc2)c1	0	5	-4	-22	94	0.3	0	0.7	1
5	COC(=O)C1=CN(Cc2cccs2)C=C(C(=O)OC)C1c1ccc(OC)cc1OC	-12	4	4	2	98	0.1	6	-2.2	0
6	O=C(c1ccc(C#CC2(O)CCCCC2)cc1)N1CCN(C(c2ccccc2)c2ccccc2)CC1	-9	3	-19	13	109	0.4	2	-0.1	-2
7	O=C(Nc1ccc2c(c1)OCCO2)C1CCN(c2ncccn2)CC1	-13	3	-2	12	92	0.0	-11	2.8	2
8	Fc1ccccc1-c1nc(N2CCCCC2)c2ccccc2n1	-4	6	1	-7	98	0.1	0	0.0	3
9	Cc1ccc(NC(=O)c2cccc(S(=O)(=O)N3CCN(c4ccc(F)cc4)CC3)c2)nc1	3	1	2	9	99	0.3	8	-2.0	-3
10	CCC(C)NC(=O)c1cc(-c2ccc3c(c2)OCO3)on1 (stereo not drawn)	9	4	-1	-9	100	0.0	-7	0.6	0
11	Nc1ccc(Br)c2cccnc12	-6	6	6	-10	113	-0.1	-1	-1.2	1
12	COc1ccc(NC(=O)C2CCN(S(=O)(=O)c3cccc4nonc34)CC2)cc1	-10	3	-12	-2	104	0.0	-11	-5.0	-5
13	Cc1ccc(NC(=S)NC(=O)c2ccc(F)cc2)cc1S(=O)(=O)Nc1cccc(Cl)c1	-4	1	4	6	103	0.0	11	x	-7
14	O=C(c1ccc(S(=O)(=O)N2CCOCC2)cc1)N(c1ccc(F)cc1)C1C=CS(=O)(=O)C1 (stereo not drawn)	0	2	6	7	98	0.0	8	1.3	1
15	CC(=O)c1coc2ccc(OCC(=O)O)cc12	-13	-1	1	-10	109	0.1	7	0.6	-1
16	Cc1c(NC(=O)c2cc(-c3ccc(Cl)s3)nc3ccccc23)c(=O)n(-c2ccccc2)n1C	0	9	4	-5	103	-0.1	11	0.9	-2
17	O=C(c1cnccn1)N1CCN(C/C=C/c2ccccc2)CC1	-7	7	2	-1	93	0.2	4	-3.3	4
18	CC(=O)c1ccc(NS(=O)(=O)c2cccc(C(=O)Nc3ccccc3C(=O)O)c2)cc1	-1	6	8	2	102	0.2	-4	-0.8	-5
19	COc1cc2c(cc1NC(=O)c1cccc(S(=O)(=O)N(C)C)c1)oc1ccccc12	-1	5	1	7	110	0.5	-12	1.3	-7
20	CCC1(C)Cc2ccccc2-c2[nH][nH]c(=O)c21 (stereo not drawn)	-3	1	3	0	103	-0.1	-7	-4.0	-2
21	O=C(Cc1cccs1)NC(Cc1c[nH]c2ccccc12)C(=O)O (stereo not drawn)	1	8	3	4	90	-0.2	-5	-2.7	0
22	CN1CCc2c(n(CC(O)CN3CCN(CCO)CC3)c3ccccc23)C1=O (stereo not drawn)	0	24	9	7	135	0.0	-12	-4.0	-5
23	O=C1CC(N2CCCc3ccccc32)C(=O)N1c1ccccc1 (stereo not drawn)	-5	4	9	4	99	0.0	-3	1.1	3
24	NC(=O)c1ccsc1NC(=O)C1CC1	-1	1	-1	3	94	-0.1	20	1.0	0
25	CC(=O)N1[C@H](Cc2ccccc2)C=C[C@]1(C)C(=O)NCc1ccc(C)o1	7	1	-2	0	99	0.0	2	0.9	-1
26	O=c1cc(CSc2ccc(Cl)cc2)nc(-c2ccccc2)[nH]1	4	6	-1	4	118	-0.1	3	-1.2	1
27	CC(=O)c1ccc(NS(=O)(=O)c2ccc(N)cc2)cc1	4	6	1	6	89	-0.3	2	4.2	1
28	COc1ccc(/C(C)=N/NC(=O)c2nnn(-c3nonc3N)c2-c2cccs2)cc1	5	3	2	-6	91	-0.2	5	2.5	0
29	O=C(O)COc1ccc(Br)cc1/C=N\Nc1ccccn1	7	-8	-4	-3	105	0.1	-13	-0.1	2
30	CC1CN(Cc2c(O)ccc3c(=O)c(-c4ccccc4)coc23)CC(C)O1 (stereo not drawn)	-7	4	-3	0	97	-0.2	-5	1.0	2
31	O=C(Nc1nnc(C2CC2)s1)c1cc(S(=O)(=O)N2CCCCC2)ccc1N1CCOCC1	-2	-2	4	8	103	0.0	-2	1.1	-4
32	CCn1c(SCc2nnc(-c3ccccc3)o2)nnc1-c1ccc(S(=O)(=O)N2CCCC2)cc1	-5	0	4	0	120	0.3	9	0.5	1
33	FC(F)(F)c1ccc(Oc2ccc(Cl)cc2Br)nc1	11	-5	-2	3	98	0.0	1	-1.7	-3
34	CC(=O)NCCn1ccc2ccccc21	-12	0	2	0	99	0.0	15	1.1	22*
35	COc1ccc(-c2nc(-c3ccccc3)c(-c3cc([N+](=O)[O-])ccc3C)[nH]2)cc1O	-14	3	2	8	107	-0.1	7	1.9	28*
36	O=C(Nc1ccccc1C(=O)NCc1cccnc1)c1ccc(Cl)cc1Cl	-3	1	8	-2	87	-0.1	-2	1.2	5
37	COc1ccc(NC(=O)C(C)N(C)Cc2ccc3ccccc3c2)cc1 (stereo not drawn)	9	-5	-13	-7	98	0.1	-12	3.6	0
38	CCN(CC(=O)NCc1ccc(F)cc1)C(=O)Cc1c(F)cccc1Cl	4	-1	-6	8	95	0.0	0	-2.3	0
39	CC(C)c1c(C(=O)N/N=C/c2ccccc2C(=O)O)nnn1-c1nonc1N	8	5	5	6	94	-0.3	-5	3.4	4
40	CCOc1ccc2nc(NC(=O)COC)sc2c1	4	3	-7	-5	102	0.0	12	-0.3	-1
41	CC1=C(C(=O)N2CCCCC2)C2(CCC(C)CC2)OC1=O (stereo not drawn)	-11	4	3	3	116	0.1	-1	-1.7	0
42	C=CCNC(=S)Nc1ccc(C)c(S(=O)(=O)N2CCCCC2)c1	7	2	8	-7	126	0.9	5	-2.1	-2
43	CN(C)CCCNC(=O)CCc1ncc(C(F)(F)F)cc1Cl	-1	6	7	-4	108	0.1	8	-0.1	-3
44	COCC(C)NC(=O)Cc1ccc(F)cc1 (stereo not drawn)	6	1	0	-1	124	0.1	14	0.4	1
45	O=C(Nc1nnc(-c2ccc(F)cc2)o1)c1ccc(S(=O)(=O)N2CCOCC2)cc1	7	3	5	0	98	0.0	7	2.1	3
46	Cc1ccc(S(=O)(=O)n2c([N+](=O)[O-])cnc2C)cc1C	-12	-2	-7	1	84	0.5	-7	-0.8	-4
47	Cc1nc(-c2cccc(N)c2)cs1	2	4	6	5	91	-0.3	-1	2.8	4
48	COc1ccc(CCNC(=O)CN2CCC(C)CC2)cc1OC	-12	5	0	3	103	-0.1	15	-1.3	-1
49	COc1cccc(C(=O)N2CCN(Cc3ccccn3)CC2)c1	-7	-1	3	-8	102	0.0	-3	2.0	0
50	O=C(c1cc2ccccc2cc1O)N1CCN(c2ccccc2O)CC1	-4	6	-1	-3	109	0.1	7	0.8	-1

Other compounds:
No.	SMILES	EBNA-1 inhibitor	Bcl-xL primary	MCL1-BIM inh	GLD-1 TGE inh	CR mimetic SO	Efflux pump inh	ZTA DNA inh	MEX-5 binding	Fam108B inh
51	COc1ccc(C2C(C(=O)NCCN3CCOCC3)c3ccccc3C(=O)N2C)cc1OC (stereo not drawn)	-14	-4	5	2	110	0.2	-3	2.1	-2
52	CCNc1nc(NC#N)nc(SCC(=O)OCC)n1	-20	-1	-5	-15	97	0.1	-3	3.1	7
53	COCCCn1c(=O)c2ccccc2n(Cc2ccccc2)c1=O	3	11	13	4	94	-0.1	-2	-2.1	0
54	Cc1cc2c(cc1C)C(c1ccccc1OC(C)C)CC(=O)N2 (stereo not drawn)	16	-4	2	1	99	0.1	11	-0.3	-4
55	COc1cc(Br)c(C(C)NC(=O)c2cccc(Br)c2)cc1OC (stereo not drawn)	0	3	2	-5	102	0.0	15	1.9	-1
56	O=C(NCc1cccs1)C1CCCN(C(=O)Nc2ccccc2)C1 (stereo not drawn)	-7	1	-2	0	102	0.2	-6	2.2	0
57	O=C(CCC(=O)N1CCOc2ccccc21)NCc1cccnc1	7	2	3	1	116	0.1	3	-0.5	3
58	COc1ccc(N2Cc3ccccc3C2=NC(=O)c2cccc([N+](=O)[O-])c2)cc1	-2	-3	-12	-5	95	0.1	1	2.1	-3
59	Cc1ccc(C2NC(c3ccc(C)cc3)C(C)C(=NO)C2C)cc1 (stereo not drawn)	-3	6	5	8	101	0.0	-8	1.2	-4
60	C=CCNc1sc(C(=O)c2ccc(Br)s2)c(N)c1C#N	10	-16	-50	-45	98	-0.1	13	-13	-3
61	COc1ccc(NC(=O)C2CCCN(S(=O)(=O)c3ccc4c(c3)CC(C)N4C(C)=O)C2)cc1 (stereo not drawn)	7	2	1	1	110	0.0	-12	-2.5	1
62	Cc1ccccc1C(=O)Nc1nnc(S(=O)(=O)N2CCCCCC2)s1	2	-1	3	3	98	-0.1	16	-0.9	0
63	O=C(COC(=O)/C=C/c1ccc2c(c1)OCO2)NC1CC1	-4	-3	3	-11	112	0.0	-13	-0.7	-2
64	COc1ccc(N(CC(=O)Nc2ccccc2C(=O)O)S(=O)(=O)c2ccc(C)c([N+](=O)[O-])c2)cc1	2	8	4	-5	81	-0.1	9	1.4	-1
65	CC(Sc1ccccn1)C(=O)Nc1ccccc1 (stereo not drawn)	-1	4	3	-1	92	0.0	-1	0.2	1
66	O=C(/C=C/c1ccccc1Cl)NCCc1ccc(F)cc1	2	6	12	-4	79	0.9	-9	-1.2	1
67	Cc1cc2oc(C(=O)N3CCN(CCc4ccccn4)CC3)c(C)c2cc1C	5	-4	-2	6	96	0.1	-6	1.2	3
68	CCC1=NN(S(=O)(=O)c2ccc(C)cc2)C(O)(C(F)(F)F)C1 (stereo not drawn)	-11	3	7	-4	88	0.1	4	-2.5	3
69	CCCOc1ccc(C(=O)Nc2ccc(N(C)C)cc2)cc1	-5	-5	7	-4	83	0.0	8	3.2	0
70	CC(=O)OC1OCCOC1NC(=S)Nc1cccc(C(F)(F)F)c1 (stereo not drawn)	0	2	6	8	104	0.0	-6	0.1	3
71	CC(=O)NC12CC3CC(C1)CC(C(=O)N(C)CC(=O)Nc1ccccc1Cl)(C3)C2	2	-3	-1	0	93	-0.2	10	-3.7	-4

Given screen by screen: part of the list above
70	CC(=O)OC1OCCOC1NC(=S)Nc1cccc(C(F)(F)F)c1 (stereo not drawn)
66	O=C(/C=C/c1ccccc1Cl)NCCc1ccc(F)cc1
entry no. | 70 | 66
EBNA-1 inhibitor | 0 | 2
Bcl-xL primary | 2 | 6
MCL1-BIM inh | 6 | 12
GLD-1 TGE inh | 8 | -4
CR mimetic SO | 104 | 79
Efflux pump inh | 0.0 | 0.9
ZTA DNA inh | -6 | -9
MEX-5 binding | 0.1 | -1.2
Fam108B inh | 3 | 1

Some values from above:
#27 | GLD-1 TGE inh = 6
#33 | GLD-1 TGE inh = 3
